# From PubChem BioAssay
# TNAP inh hiacc: TNAP (human) inhibition, high acceptor | AID 1135 | inhibition, % at 20 µM | P05186 | purified TNAP, CDP-star luminescence, 1 M DEA | 0.03% of 200,000 active;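 active = over 50% inhibition of tissue-nonspecific alkaline phosphatase at 20 µM in the single-dose screen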;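 also: plate controls were DMSO wells for no effect and EDTA-quenched wells as full inhibition for full effect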
# bIAP act: increases bovine intestinal alkaline phosphatase activity; AID 1016; 0.17% of 200,000 active; activation factor at 20 µM; purified bovine IAP, CDP-star luminescence, 30 min; stronger effect = higher value; fold of DMSO-control signal, blank-subtracted;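 active = activation factor of 2 or more at 20 µM, a signal rise over negative controls twice the positive control's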
# PMI act: phosphomannose isomerase (human) activation. P34949. purified human PMI, coupled resazurin fluorescence, 20 min; stronger effect = higher value; 1 = vehicle control, 0 substrate-free wells. activation factor at 20 µM. 0.005% of 190,000 active;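 active = activation factor of 2 or more at 20 µM, relative to plate controls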
# Target sequence (P34949 whole entry, looked up): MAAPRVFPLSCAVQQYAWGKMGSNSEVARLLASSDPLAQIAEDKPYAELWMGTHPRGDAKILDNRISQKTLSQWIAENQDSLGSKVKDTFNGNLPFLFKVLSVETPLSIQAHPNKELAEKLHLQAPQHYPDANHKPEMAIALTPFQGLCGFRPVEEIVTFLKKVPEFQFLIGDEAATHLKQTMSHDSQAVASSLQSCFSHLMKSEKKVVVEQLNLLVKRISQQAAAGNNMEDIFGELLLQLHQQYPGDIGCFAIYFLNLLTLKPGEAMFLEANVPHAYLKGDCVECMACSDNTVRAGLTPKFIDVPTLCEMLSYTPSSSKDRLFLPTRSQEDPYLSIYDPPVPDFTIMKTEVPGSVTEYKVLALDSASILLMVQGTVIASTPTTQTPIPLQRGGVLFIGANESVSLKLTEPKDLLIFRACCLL
# TNAP inh no acc: TNAP (human) inhibition, acceptor-free conditions; purified TNAP, CDP-star luminescence, 30 min; 0.26% of 200,000 active; AID 1012; inhibition, % at 20 µM;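 active = tissue-nonspecific alkaline phosphatase inhibition above about 50% at 20 µM in the single-dose screen, limit read from the data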;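 also: 0% = DMSO negative control and 100% = EDTA positive control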
# TNAP act hiacc: activators of human TNAP at high phosphate acceptor concentration; P05186; 200,000 tested, under 10 active; purified TNAP, CDP-star luminescence, 1 M DEA, 30 min; stronger effect = higher value; 0 = EDTA background, 1 = DMSO-only activity; activation factor at 20 µM;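 active = activation factor at least 2 at 20 µM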
#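 Test system – human TNAP · Doses – 20 µM single point · Incubation – 30 min, room temperature · Signal – luminescent substrate turnover signal · Read-out basis – activation factor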
# APP 5'UTR act: activates APP 5'UTR luciferase reporter | SH-SY5Y APP 5'UTR luciferase reporter, luminescence; zero percent = DMSO vehicle wells | 1% of 190,000 active | activation, % at 2 µM;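 active = activation above a set limit, based on mean plus 3 SD of controls, cut at about 140% in these data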; also: values of inactives mirror those of a sister screen read the other way
# NF-kB expr up: raises NF-kB expression in human neuronal cells. NF-kB reporter expression; stronger effect = higher value. fold change at 12.5 µM. 1.6% of 190,000 active. AID 1239; in the data active = fold change above about 3.3
# FLuc inhib CS: counter-screen for luciferase assay inhibitors: firefly luciferase inhibition | P08659 | ATPLite firefly luciferase biochemical luminescence, 10 min | inhibition, % at 10 µM | 1.5% of 200,000 active | AID 1006;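 active = inhibition above about 50% when tested at 10 µM, limit read from the data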
# Target sequence (P08659 whole entry, looked up): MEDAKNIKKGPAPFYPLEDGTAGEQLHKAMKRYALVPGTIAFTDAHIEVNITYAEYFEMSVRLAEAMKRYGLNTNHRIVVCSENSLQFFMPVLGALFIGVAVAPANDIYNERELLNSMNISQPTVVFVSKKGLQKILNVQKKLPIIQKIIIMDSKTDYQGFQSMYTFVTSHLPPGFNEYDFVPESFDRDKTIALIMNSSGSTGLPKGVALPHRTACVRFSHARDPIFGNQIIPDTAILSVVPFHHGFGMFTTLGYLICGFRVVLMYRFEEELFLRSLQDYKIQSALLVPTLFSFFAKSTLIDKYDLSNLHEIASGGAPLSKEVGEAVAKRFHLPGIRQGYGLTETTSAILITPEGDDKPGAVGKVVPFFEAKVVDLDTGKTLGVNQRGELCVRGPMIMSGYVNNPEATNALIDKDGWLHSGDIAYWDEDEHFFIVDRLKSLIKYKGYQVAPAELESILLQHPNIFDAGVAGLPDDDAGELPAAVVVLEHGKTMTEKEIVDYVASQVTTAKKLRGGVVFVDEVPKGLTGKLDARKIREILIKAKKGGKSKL
# FLuc stim CS: firefly luciferase counter-screen for stimulation assays; ATPlite luciferase biochemical, luminescence, 10 min; 0 = ATP-free wells, 1 = DMSO control; 200,000 tested, under 10 active; P08659; activation factor at 10 µM;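 active = luciferase activation factor, scaled between plate controls, of at least 2 with compound at 10 µM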
#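 assay system = Luciferase/luciferin detection reagent, cell-free biochemical luciferase assay | also added = ATP substrate | times = 10 min post-reagent at room temperature | measured by = luminescence from luciferase reaction | measure = luciferase activation, seen as luminescence increase over controls | benchmarks = low control with PBS replacing ATP, high control enzyme plus ATP without compound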
# PMI act satM6P: activators of human phosphomannose isomerase at near-saturating mannose 6-phosphate; P34949; coupled PMI enzyme assay, resazurin fluorescence, 20 min; stronger effect = higher value; 1 = untreated enzyme, 0 = substrate-free blank; activation factor at 20 µM; 0.34% of 190,000 active;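 active = activation factor of 2 or more at 20 µM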
#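 assay system = human phosphomannose isomerase with PGI, G6PDH, diaphorase coupling enzymes | quantity = 15 ng/mL PMI | incubation = enzyme reaction with compound 20 min at room temperature | medium = HEPES pH 7.4 buffer with MgCl2 and Tween-20 | compound dosing = one concentration, 20 µM, in 1% DMSO | measured by = Diaphorase-driven resazurin-to-resorufin fluorescence, excitation 544, emission 590 nm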
# An asterisk follows results filed as active; x = not tested or not shown.
entry	mol	TNAP inh hiacc	bIAP act	PMI act	TNAP inh no acc	TNAP act hiacc
1	Cc1sc2ncnc(NCC(c3ccco3)N3CCCC3)c2c1C (stereo not given)	-7	1.1	0.9	-8	1.1
2	COc1ccccc1NS(=O)(=O)c1cc(NC(=O)/C=C/c2cccs2)ccc1N1CCOCC1	1	1	0.8	-3	1
3	Cc1cccc(C)c1NC(=O)c1c(-c2ccccc2)noc1C	-1	1	1	-7	1
4	Cc1c(C(=O)NCc2cccnc2)oc2ccc(S(=O)(=O)N3CCCCCC3)cc12	-2	1	0.8	-8	1
5	O=C(CN1CC(=O)Oc2ccccc21)OCC(=O)c1ccc(F)cc1	1	1.3	1.1	-97	1
6	C=Cn1c(C(=O)O)ccc1-c1ccc(OC)cc1	0	1	x	-4	1
7	CCc1nc2oc3ccccc3c(=O)c2c(=O)n1Cc1ccccc1	-7	0.8	0.9	-14	1.1
8	Cc1cc(OCC(=O)NCc2cccnc2)ccc1[N+](=O)[O-]	-3	0.9	1	-8	1
9	COc1ccc2[nH]c3nc(SCC(=O)Nc4ccc5c(c4)OCO5)nnc3c2c1	0	1.1	0.9	-4	1
10	C=CCn1c(=S)[nH]c2nc3c(cc2c1=O)COC(C)(C)C3	-7	1	1.1	-2	1.1
11	CC(C)C(=O)Nc1ncc2c(n1)CC(c1cccs1)CC2=O (stereo not given)	-5	1.4	1	-11	1.1
12	CCc1c(C)sc(NC(=S)Nc2cccnc2)c1C(=O)OC	-3	1.2	0.8	-3	1

entry	APP 5'UTR act	NF-kB expr up	FLuc inhib CS	FLuc stim CS	PMI act satM6P
1	0	0.41	-2	1	0.8
2	2	0.6	-2	1	0.9
3	1	1	-7	1.1	1
4	21	0.53	-7	1.1	0.9
5	9	1.2	2	1	1
6	12	0.95	0	1	x
7	15	1	-6	1.1	0.9
8	10	1	-3	1	0.9
9	x	1	0	1	1
10	16	1.2	-9	1.1	1
11	7	1	-2	1	1
12	9	0.95	-5	1.1	0.9

# (next part)
entry	mol	TNAP inh hiacc	bIAP act	PMI act	TNAP inh no acc	TNAP act hiacc
13	CCOC(=O)C(CC)Sc1ccc2nnc(CCNS(=O)(=O)c3ccccc3)n2n1 (stereo not given)	2	1.1	0.9	-2	1
14	Cc1ccc(-n2nnnc2-c2cnc3ccc(Cl)cc3c2-c2ccccc2)cc1	-5	0.9	0.9	-4	1.1
15	c1ccc2[nH]c(N3CCOCC3)nc2c1	-2	1	1.1	-6	1
16	COCC(=O)N(CCN(C)C)Cc1cc2cc3c(cc2nc1Cl)OCO3	-7	1	1	-6	1.1
17	Cc1ccc(-c2cc(C(=O)N/N=C/C=C/c3ccccc3)n[nH]2)o1	-8	0.6	0.9	-59	1.1
18	COCCCN1C(=O)c2ccc(C(=O)Nc3ccc(OC)cc3)cc2C1=O	-2	0.9	0.9	-2	1
19	COc1cccc(NC(=O)c2cc(OC)c(OC)c(OC)c2Br)c1	0	1.1	1	-17	1
20	Cc1ccc(S(=O)(=O)NC(=O)c2ccc(Br)o2)cc1	-2	0.9	1.2	-14	1
21	O=C(O)C1CC(=O)N(c2ccc(OCc3c(F)cccc3Cl)cc2)C1 (stereo not given)	-4	1.1	1	-5	1
22	O=C(Nc1cccc(C(F)(F)F)c1)c1cnc2n(c1=O)CCS2	-6	0.9	1	-14	1.1
23	O=C(CCSc1nnc(-c2ccncc2)o1)Nc1ccc(F)cc1	-3	1	1	-5	1
24	O=c1cc(CN2CCN(c3ccccc3)CC2)c2c(ccc3ccccc32)o1	-6	1	0.9	1	1.1

entry	APP 5'UTR act	NF-kB expr up	FLuc inhib CS	FLuc stim CS	PMI act satM6P
13	3	1.3	-1	1	1
14	20	0.91	-4	1	0.9
15	7	1.3	-7	1.1	1
16	15	1.4	-3	1	1
17	1	0.97	-2	1	0.9
18	-22	1.3	28	0.7	1
19	23	1.2	-5	1.1	1
20	2	1.1	-6	1.1	1.2
21	-7	0.89	-2	1	1
22	10	1.5	-4	1	1
23	3	0.93	-5	1	1
24	-12	1.1	-7	1.1	0.7

# The closing 4 compounds of the part above come first, to join the parts.
entry	mol	TNAP inh hiacc	bIAP act	PMI act	TNAP inh no acc	TNAP act hiacc
21	O=C(O)C1CC(=O)N(c2ccc(OCc3c(F)cccc3Cl)cc2)C1 (stereo not given)	-4	1.1	1	-5	1
22	O=C(Nc1cccc(C(F)(F)F)c1)c1cnc2n(c1=O)CCS2	-6	0.9	1	-14	1.1
23	O=C(CCSc1nnc(-c2ccncc2)o1)Nc1ccc(F)cc1	-3	1	1	-5	1
24	O=c1cc(CN2CCN(c3ccccc3)CC2)c2c(ccc3ccccc32)o1	-6	1	0.9	1	1.1
25	CC1(C)Cc2c(C#N)c(N3CCN(C(=O)c4ccco4)CC3)nc(Cc3ccccc3)c2CO1	-5	1	1	-10	1.1
26	Cc1ccc(-n2nc3ccc(NC(=O)c4ccc5c(c4)OCO5)cc3n2)cc1	2	1	1	-8	1
27	Cc1cc(-c2ccc(N3C(=O)CCC3=O)c(C)c2)ccc1N1C(=O)CCC1=O	-4	0.9	1	-7	1
28	CCOc1ccc2nc(NC(=O)COC)sc2c1	2	0.9	0.9	-5	1
29	CN(c1ncc(C(F)(F)F)cc1Cl)N1C(=O)c2cccc([N+](=O)[O-])c2C1=O	-5	1	1	-18	1.1
30	CC(=O)N1CCCN(Cc2cn(-c3ccc(C)cc3)nc2-c2cccc(C)c2)CC1	-4	1.2	0.9	-2	1
31	O=C(CSc1nc2c([nH]c3ccccc32)c(=O)n1-c1ccc(F)cc1)NCc1ccco1	-4	1	0.9	-4	1
32	Cc1cc(C(=O)Nn2c(-c3ccncc3)nc3ccccc3c2=O)ccc1[N+](=O)[O-]	-3	1	1	-13	1
33	O=C(c1coc(=O)c2ccccc12)N1CCN(Cc2ccccc2)CC1	-2	1	1.1	-12	1
34	CCCc1cc(=O)[nH]c(SCC(=O)c2c(N)n(C)c(=O)n(C)c2=O)n1	-6	0.9	1.1	-5	1.1
35	CCN1CCCn2c1nc1c2c(=O)n(C)c(=O)n1C	-1	0.9	1	-20	1
36	COc1ccc(/C(C)=N/Nc2ccc(F)cc2F)c(O)c1	0	1.1	1.7	-4	1

entry	APP 5'UTR act	NF-kB expr up	FLuc inhib CS	FLuc stim CS	PMI act satM6P
21	-7	0.89	-2	1	1
22	10	1.5	-4	1	1
23	3	0.93	-5	1	1
24	-12	1.1	-7	1.1	0.7
25	7	0.47	-11	1.1	1
26	8	1.2	-3	1	1
27	0	1.2	15	0.8	1
28	140*	4.9*	31	0.7	0.9
29	2	1.1	-4	1	0.9
30	6	1.1	3	1	0.9
31	-4	1.6	-2	1	1
32	18	1.4	-4	1	1
33	22	1.2	-4	1	1
34	-6	0.76	-8	1.1	1
35	-10	1	-9	1.1	1
36	32	1.2	3	1	2.5*

# Further results
entry	mol	TNAP inh hiacc	bIAP act	PMI act	TNAP inh no acc	TNAP act hiacc
37	COC(=O)c1ccccc1NC(=O)CSc1nc(N)cc(N)n1	-7	1	0.9	-12	1.1
38	COc1ccc(OCC(O)CN2CCN(c3ncccn3)CC2)cc1 (stereo not given)	-6	1.2	1	-7	1.1
39	O=C(COC(=O)CCC(=O)c1cccs1)Nc1ccc(S(=O)(=O)N2CCOCC2)cc1	-11	1	1.1	3	1.1
40	O=C(CSc1ccccn1)Nc1nc2c(ccc3ccccc32)s1	-3	1	0.7	-13	1
41	COC1CCCN(Cc2nc(Cc3ccccc3F)no2)C1 (stereo not given)	-1	0.9	1	-6	1
42	O=C(NC1CCCCC1)C(c1ccc2ncccc2c1)N(Cc1ccc2c(c1)OCO2)C(=O)c1ccc2c(c1)OCCO2 (stereo not given)	-6	1	0.8	-9	1.1
43	CC1CCCCC1NC(=O)C1CCN(C(=O)NC2CCCCC2)CC1 (stereo not given)	9	0.9	1	-1	0.9
44	COc1ccc2nc3sc(C(=O)NCCCN4CCc5ccccc5C4)cc3cc2c1	1	0.9	1.1	-8	1
45	O=S(=O)(NCc1ccco1)c1cccc(S(=O)(=O)N2CCOCC2)c1	-4	0.9	1.1	0	1
46	COCCNC(=O)c1cc2nc3c(c(C(F)(F)F)n2n1)CCc1ccccc1-3	-1	0.9	x	-1	1
47	CCCC(=O)Nc1ccc(NC(=S)NC(=O)c2cccs2)cc1	-1	1	0.9	7	1
48	O=C(NCc1ccc2c(c1)OCO2)C1CCC(CNS(=O)(=O)c2ccccc2)CC1 (stereo not given)	-2	0.9	1.1	-9	1

entry	APP 5'UTR act	NF-kB expr up	FLuc inhib CS	FLuc stim CS	PMI act satM6P
37	x	1.1	-4	1	1
38	14	0.98	0	1	0.9
39	8	1.1	-5	1.1	1.1
40	-5	1.3	-5	1.1	0.8
41	18	1.1	-8	1.1	1.1
42	x	1	-7	1.1	0.9
43	15	1.4	5	0.9	1.1
44	15	1.6	5	0.9	1.1
45	-13	0.91	-4	1	1.1
46	5	1.2	2	1	x
47	4	1.1	-3	1	1
48	-1	1	-8	1.1	1.1

# Continuation.
entry	mol	TNAP inh hiacc	bIAP act	PMI act	TNAP inh no acc	TNAP act hiacc
49	O=c1[nH]c(-c2cccnc2)nc2ccccc12	-5	1	0.9	-8	1.1
50	O=C1c2cccc3c([N+](=O)[O-])ccc(c23)C(=O)N1Cc1cccnc1	-3	1	1.3	-6	1
51	CCCOc1ccc(-c2nnn(CC(=O)Nc3cccc(C(=O)OC)c3)n2)cc1	-10	0.8	0.9	-16	1.1
52	CC(C)CCNC(=O)CN(CCCN1CCOCC1)C(=O)Cn1nnc(-c2ccc(F)cc2)n1	-6	1	1	0	1.1
53	COc1ccc(/C(C)=N/NC(=O)CNC(=O)c2cccs2)cc1	-3	0.9	1	-9	1
54	c1ccc(-c2nnnc3ccccc23)cc1	-4	1	1.1	-6	1
55	Cn1c(=O)c(C(=O)NCCO)c(O)c2ccccc21	-6	0.9	0.8	-15	1.1
56	Cc1noc(C)c1CSCC(=O)N1CCN(c2ccc(F)cc2)CC1	-7	1	1	-14	1.1
57	Cc1[nH]n(-c2ccccc2)c(=O)c1C=Nc1ccc(S(=O)(=O)N(C)C)cc1	-5	1	1	-1	1
58	CC(CCCC(C)(C)O)NCCO (stereo not given)	-6	0.9	0.9	-14	1.1
59	COc1ncnc2c1NC1=C(S2)C(=NCCC(=O)O)CC(C)(C)C1	-3	0.9	0.7	-55	1

entry	APP 5'UTR act	NF-kB expr up	FLuc inhib CS	FLuc stim CS	PMI act satM6P
49	-13	1	-6	1.1	1
50	-82	3.8*	-5	1.1	1.4
51	x	1.1	-6	1.1	1
52	-8	1.1	-9	1.1	1
53	5	1.5	1	1	0.9
54	-5	1.1	-5	1	1
55	13	1.6	-4	1	0.8
56	13	1.1	-5	1.1	1
57	3	0.91	2	1	1
58	-5	x	-3	1	0.9
59	3	0.92	0	1	1.1
